Compound activity as filed in PubChem.
mIAP activ: mouse IAP activation; muIAP, CDP-Star luminescence, 30 min; hits give high values; 1 = vehicle-only enzyme signal, 0 = enzyme-free wells; activation factor at 10 µM; 330,000 tested, 0.24% active;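 active = activation factor of at least 2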; also: the source names both 10 and 20 µM as test concentration; values of inactives mirror those of a sister screen read the other way
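also added = chemiluminescent substrate CDP-Star | test system = mouse IAP enzyme | signal = chemiluminescence readout | compound = DMSO-dissolved test compounds | incubation = 30 min at room temperature | benchmarks = DMSO wells, no-enzyme wells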
ATG4B inh: inhibitors of human ATG4B cysteine protease; AID 504462; inhibition, % at 8.33 µM; Q9Y4P1; ATG4B cleavage of LC3-PLA2, NBD-HPC fluorescence, 1 h; 340,000 tested, 0.51% active; in the data active = inhibition above about 40%
mIAP block: blocks mouse intestinal alkaline phosphatase | AID 2806 | purified mouse IAP, CDP-Star luminescence, 30 min | inhibition, % at 10 µM | 330,000 tested, 0.2% active;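 active = inhibition of at least 40% at 10 µM in the primary screen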;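 also: plate controls were DMSO with enzyme for no effect and no enzyme wells for full effect; values of inactives mirror those of a sister screen read the other way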
hIAP block: blocks human intestinal alkaline phosphatase; P09923; purified IAP, CDP-Star luminescence, 30 min; inhibition, % at 10 µM; 330,000 tested, 0.12% active;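 active = inhibition reaching a set limit with compound at 10 µM in the primary screen, cut at about 35% in these data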;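 also: plate controls were DMSO wells with enzyme for no effect and no-enzyme buffer wells for full effect; values of inactives mirror those of a sister screen read the other way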
hIAP activ: increases human intestinal alkaline phosphatase activity; P09923; purified human IAP, CDP-Star luminescence, 30 min; hits give high values; 1 = vehicle-only enzyme, 0 = enzyme-free background; activation factor at 10 µM; 330,000 tested, 0.16% active; AID 2524;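 active = activation factor of the enzyme at least 2-fold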; also: the source names both 10 and 20 µM as test concentration; values of inactives mirror those of a sister screen read the other way
NALP3 yeast inh: blocks the NALP3 inflammasome reconstituted in yeast; Yeast reconstituted NLRP3/ASC/caspase-1, beta-gal luminescence, 24 h; inhibition, % at 10 µM; 330,000 tested, 0.39% active;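 active = inhibition of 50% or more; inactive = inhibition below 50%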;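 also: plate controls were induced DMSO wells for no effect and uninduced yeast grown without galactose for full effect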
tim10-1 inh: tim10-1 yeast growth inhibition; 330,000 tested, 2.2% active; S. cerevisiae tim10-1 ts strain growth, BacTiter-Glo, 24 h; AID 463190; inhibition, % at 20 µM;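 active = inhibition of at least 40%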;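 also: mutant grown at 25 °C; 0% = DMSO wells with yeast and 100% = wells holding no yeast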
Apaf-1 inh: inhibitors of human Apaf-1 apoptosome; O14727; 330,000 tested, 0.71% active; reconstituted apoptosome caspase-3 activity, DEVD-Rh110 fluorescence; inhibition, % at 20 µM; active = inhibition of at least 40% at 20 µM;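 also: plate controls were DMSO wells for no effect and DEVD-CHO caspase inhibitor wells for full effect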
Target sequence (O14727 whole entry, looked up): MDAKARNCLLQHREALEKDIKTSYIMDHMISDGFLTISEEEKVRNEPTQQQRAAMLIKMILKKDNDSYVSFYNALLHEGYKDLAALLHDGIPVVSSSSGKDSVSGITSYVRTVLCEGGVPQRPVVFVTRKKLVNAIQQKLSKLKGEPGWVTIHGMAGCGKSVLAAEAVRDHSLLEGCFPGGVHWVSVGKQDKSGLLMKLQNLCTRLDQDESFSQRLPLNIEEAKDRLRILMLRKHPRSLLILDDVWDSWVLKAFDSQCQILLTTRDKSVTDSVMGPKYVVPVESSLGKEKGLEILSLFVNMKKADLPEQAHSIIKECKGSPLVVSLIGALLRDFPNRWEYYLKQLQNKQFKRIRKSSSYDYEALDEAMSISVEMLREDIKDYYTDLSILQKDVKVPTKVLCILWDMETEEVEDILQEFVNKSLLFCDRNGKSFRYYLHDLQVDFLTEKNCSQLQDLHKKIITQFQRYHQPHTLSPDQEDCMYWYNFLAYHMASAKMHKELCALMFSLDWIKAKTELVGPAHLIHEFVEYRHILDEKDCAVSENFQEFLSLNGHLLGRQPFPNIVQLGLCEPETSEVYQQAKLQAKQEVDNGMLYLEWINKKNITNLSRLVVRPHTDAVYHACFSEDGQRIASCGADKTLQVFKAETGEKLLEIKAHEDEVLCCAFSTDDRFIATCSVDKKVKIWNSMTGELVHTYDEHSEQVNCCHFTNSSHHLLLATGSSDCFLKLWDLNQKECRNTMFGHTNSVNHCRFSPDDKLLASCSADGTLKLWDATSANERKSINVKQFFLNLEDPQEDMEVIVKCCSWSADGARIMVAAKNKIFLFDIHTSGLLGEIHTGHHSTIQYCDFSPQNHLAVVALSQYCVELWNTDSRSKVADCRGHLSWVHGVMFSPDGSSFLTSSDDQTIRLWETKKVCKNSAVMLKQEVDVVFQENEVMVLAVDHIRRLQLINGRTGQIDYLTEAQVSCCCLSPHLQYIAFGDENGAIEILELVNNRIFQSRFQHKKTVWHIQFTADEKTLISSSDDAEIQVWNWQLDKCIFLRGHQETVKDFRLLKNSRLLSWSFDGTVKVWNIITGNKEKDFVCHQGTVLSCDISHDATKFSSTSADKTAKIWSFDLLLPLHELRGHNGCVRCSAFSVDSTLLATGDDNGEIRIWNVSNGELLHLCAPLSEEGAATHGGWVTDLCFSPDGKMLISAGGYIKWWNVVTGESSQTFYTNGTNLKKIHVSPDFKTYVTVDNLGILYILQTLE
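Assay system: Apoptosome proteins | Medium: pH 7.5 Hepes buffer with CHAPS, BSA, DTT | Also added: Cytochrome c and DEVD-Rh110 substrate | Times: 30 min plus 50 min, RT | Detection: Rhodamine 110 fluorescence at Ex 480/Em 540 nm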
TIM10 inh: TIM10 yeast growth inhibition | S. cerevisiae TIM10 strain growth, BacTiter-Glo luminescence, 24 h | inhibition, % at 10 µM | 330,000 tested, 1.4% active;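 active = inhibition of 40% or more at the single tested concentration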;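 also: wild-type TIM10 isogenic control strain grown at permissive 25 °C; 0% = DMSO yeast wells and 100% = minimal medium wells without yeast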
* = called active by the depositor.

Order of results – mIAP activ | ATG4B inh | mIAP block | hIAP block | hIAP activ | NALP3 yeast inh | tim10-1 inh | Apaf-1 inh | TIM10 inh
1	CC(C)(C)C1CCC(C(=O)Nc2nccs2)CC1 (centres undefined)
    1.1 | 8 | -8 | -16 | 1.2 | 20 | 21 | 3 | 23
2	Cc1ccc(S(=O)(=O)N2CCN(C(=O)CN3C(=O)NC4(CCCCC4)C3=O)CC2)c(C)c1
    0.99 | -2 | 1 | 2 | 0.97 | 1 | -13 | 4 | -5
3	N#Cc1ccc(NCC(=O)N2CCN(S(=O)(=O)c3ccccc3)CC2)cc1
    1.1 | 2 | -12 | 0 | 1 | 7 | 8 | 9 | 4
4	COc1ccc(/C=N/NC(=O)COc2cc(C)cc(C)c2)cc1COC(C)=O
    1 | 2 | 0 | -14 | 1.1 | 8 | -9 | 5 | -10
5	CCCc1nnc(NC(=O)C2CCN(C(=O)C3CC(=O)N(c4ccc(C)cc4)C3)CC2)s1 (centres undefined)
    1 | -8 | -1 | 3 | 0.97 | 17 | 5 | 6 | -9
6	Cn1nc(C(C)(C)C)cc1C(=O)NNC(=O)c1ccc(C(F)(F)F)cc1
    0.98 | 2 | 2 | -42 | 1.4 | 18 | 12 | -6 | 7
7	COc1ccc(-c2csc(NC(=O)C3CC(=O)N(Cc4ccco4)C3)n2)cc1 (centres undefined)
    0.99 | -17 | 1 | 7 | 0.93 | 6 | 6 | 15 | -4
8	O=[N+]([O-])c1cc(S(=O)(=O)C(F)(F)F)ccc1NCC1CCCO1 (centres undefined)
    0.89 | 13 | 11 | 18 | 0.82 | 21 | -25 | 2 | -13
9	CC1(C)Cc2c(sc3c2c(=N)n(Cc2ccco2)c(=O)n3CC(=O)Nc2cccc(Cl)c2)CO1
    1 | 53* | -3 | 10 | 0.9 | 14 | 4 | 13 | -1
10	Cc1ccc(S(=O)(=O)N2CCCCC2)cc1NC(=O)COC(=O)c1c(F)cccc1F
    0.97 | -7 | 3 | -12 | 1.1 | 21 | 14 | -8 | 20
11	O=C(CCCN1C(=O)c2ccccc2C1=O)Nc1cccnc1
    1 | 5 | -1 | -1 | 1 | 4 | 15 | 2 | -7
12	NC(=O)C1CCN(CC(=O)Nc2cccnc2Cl)CC1
    0.9 | -8 | 10 | 10 | 0.9 | -2 | -1 | -29 | 6
13	CCCC(C(=O)NC(C)(C)C)N(CC1CCCO1)C(=O)CNS(=O)(=O)c1ccc(F)cc1 (centres undefined)
    0.97 | -2 | 3 | 4 | 0.96 | 12 | -9 | 9 | 12
14	O=C(CN1C(=O)c2cccnc2Oc2ccc(Cl)cc21)NCCC1=CCCCC1
    0.99 | 3 | 1 | 16 | 0.84 | -2 | 18 | 7 | 15
15	COc1ccc(C(=O)/C=C2\NCCc3cc(OC)c(OC)cc32)cc1OC
    0.98 | -5 | 2 | -10 | 1.1 | 4 | 34 | 16 | 7
16	CCc1ccc(N2CC(C(=O)Nc3cc(C)on3)CC2=O)cc1 (centres undefined)
    1 | 3 | -4 | -2 | 1 | 5 | 9 | -9 | -15
17	O=C(Nc1cccc(Cl)c1)c1cc(S(=O)(=O)N2CCCCC2)c[nH]1
    1 | -5 | -2 | -14 | 1.1 | 16 | -4 | -2 | -8
18	O=[N+]([O-])c1ccc(N2CCN(C(=S)NC3CCCCC3)CC2)cc1
    0.95 | -5 | 5 | 26 | 0.74 | 22 | 39 | 16 | 24
19	Cc1cccc(-n2c(O)c(C=Nc3ccccc3O)c3ccccc3c2=O)n1
    1 | -15 | -2 | -32 | 1.3 | 12 | 3 | 1 | 9
20	COc1ccc(-c2ccc(/C=C3/C(=N)N4C(C)=CSC4=NC3=O)o2)c([N+](=O)[O-])c1
    0.84 | 0 | 16 | 24 | 0.76 | 20 | 21 | -10 | 11
21	CCN(CC)CCCn1c2c(c(SCC(=O)Nc3cc(OC)cc(OC)c3)nc1=O)CCC2
    0.94 | -8 | 6 | 12 | 0.88 | 23 | -4 | 0 | -4
22	COC(C[C@H](O)CC(=O)[C@H](C)OCc1ccccc1)OC
    1 | 0 | -2 | -8 | 1.1 | -6 | -9 | -7 | -4
23	Cc1ccc2cc(COC(=O)c3cccc([N+](=O)[O-])c3)c(=O)[nH]c2c1
    0.85 | -4 | 14 | 17 | 0.83 | 15 | 11 | 3 | 5
24	COc1ccc(-n2c(=O)/c(=C\c3cccs3)s/c2=C(/C#N)C(=O)NCCN2CCOCC2)cc1
    0.9 | 4 | 10 | 3 | 0.97 | 5 | 8 | -14 | -3
25	CCOCCCNC(=S)N1C2CCC1CC(NC(=O)Nc1ccc(C(=O)OCC)cc1)C2 (centres undefined)
    2.2* | 6 | -120 | -38 | 1.4 | 11 | 1 | -1 | -10
26	O=C(NC1CC1)C1CCN(c2nc3ccccc3s2)CC1
    1 | -4 | -1 | 6 | 0.94 | 12 | -9 | 1 | 5
27	COc1ccc([C@H]2/C=C\CN(S(=O)(=O)/C=C/c3ccccc3)[C@@H](C)C(=O)N2Cc2ccc(F)cc2)cc1
    0.99 | -5 | 1 | 5 | 0.95 | 4 | 23 | 3 | -3
28	CC(C)Oc1ccc(NC(=O)Oc2ccccc2)cc1
    1.1 | 0 | -11 | 16 | 0.84 | 10 | 16 | -4 | 6
29	CCOC(=O)/C(C#N)=C/c1c(Oc2cccc(C)c2)nc2c(C)cccn2c1=O
    1.2 | 14 | -15 | 10 | 0.9 | -5 | 14 | 7 | 6
30	CCCc1cc(=O)[nH]c(SCC(=O)N2CCc3ccccc3C2)n1
    1.2 | 3 | -20 | -29 | 1.3 | 9 | 17 | -1 | 0

Filtered by structure: the compounds so far with an aryl thioether with sulfur outside any ring (2)
Order of results – mIAP activ | ATG4B inh | mIAP block | hIAP block | hIAP activ | NALP3 yeast inh | tim10-1 inh | Apaf-1 inh | TIM10 inh
21	CCN(CC)CCCn1c2c(c(SCC(=O)Nc3cc(OC)cc(OC)c3)nc1=O)CCC2
    0.94 | -8 | 6 | 12 | 0.88 | 23 | -4 | 0 | -4
30	CCCc1cc(=O)[nH]c(SCC(=O)N2CCc3ccccc3C2)n1
    1.2 | 3 | -20 | -29 | 1.3 | 9 | 17 | -1 | 0

(listing goes on)
Order of results – mIAP activ | ATG4B inh | mIAP block | hIAP block | hIAP activ | NALP3 yeast inh | tim10-1 inh | Apaf-1 inh | TIM10 inh
31	Cc1nnc(N/N=C\c2ccc(-c3cccc(C(=O)O)c3)o2)n1N
    0.96 | -8 | 4 | -5 | 1.1 | 1 | 7 | 0 | 5
32	CC(=O)c1cccc(NC=C2C(=O)OC3(CCCCC3)OC2=O)c1
    1.1 | 4 | -7 | 15 | 0.85 | 10 | 36 | 2 | -5
33	Cc1cc(C)c(NC(=O)CCN2C(=O)c3ccccc3S2(=O)=O)c(C)c1
    1.1 | 0 | -9 | -5 | 1 | 25 | 10 | 6 | -5
34	Cc1ccc2c(c1)NC(=O)C(CC(=O)NCCN(C)C)O2 (centres undefined)
    1.1 | 2 | -9 | 8 | 0.92 | 2 | -8 | -6 | 2
35	CN(C)C(=O)N1CCC(C(=O)NCc2ccc(F)cc2Cl)CC1
    0.98 | -8 | 2 | -7 | 1.1 | -8 | -14 | -14 | -3
36	O=C(Nc1ccc([N+](=O)[O-])cc1)C1COc2ccccc2O1 (centres undefined)
    0.89 | 1 | 12 | -41 | 1.4 | 8 | 18 | 6 | -11
37	O=C(O)c1ccc(NC(=O)c2ccccc2NC(=O)c2cccc(F)c2)cc1
    1 | 2 | -2 | 2 | 0.98 | 7 | -8 | -8 | -6
38	O=C(Nc1ccc2nc[nH]c2c1)c1ccco1
    0.95 | -10 | 5 | -1 | 1 | -3 | 4 | -6 | -8
39	N#CC(C(N)=O)=C1CCC2(CC1)OCCCCO2
    1.1 | -1 | -8 | -6 | 1.1 | -1 | 17 | -8 | -3
40	C[C@]12c3[nH]c4ccccc4c3CCN1C(=O)C(CC(=O)NCc1ccco1)C[C@@H]2C(=O)N1CCOCC1 (some centres undefined)
    1 | -3 | -4 | -7 | 1.1 | 13 | -4 | -12 | -3
41	CN(Cc1ccon1)Cc1cn(C)nc1-c1ccc2c(c1)OCCO2
    0.96 | 4 | 4 | 7 | 0.93 | 14 | -4 | 2 | -8
42	CCCn1c(=NC(=O)CS(=O)(=O)c2ccccc2)sc2cc(S(C)(=O)=O)ccc21
    0.94 | -11 | 6 | -3 | 1 | 15 | -8 | 10 | 0
43	COc1ccc(/C=N/NC(=O)c2ccc3nc[nH]c3c2)c(OC)c1OC
    0.79 | -6 | 21 | -25 | 1.3 | 1 | 7 | -16 | 5
44	CC(=O)NC1(C(F)(F)F)N=C(c2ccccc2)NC1=O (centres undefined)
    0.96 | 0 | 4 | -15 | 1.2 | 9 | 6 | -1 | 4
45	O=C(N/N=C/c1ccc([N+](=O)[O-])o1)c1ccccc1-n1cccc1
    0.72 | 2 | 28 | -11 | 1.1 | 32 | 29 | 13 | 36
46	Cc1ccc(OCC(=O)c2cc(C)n(-c3ccccc3)c2C)c([N+](=O)[O-])n1
    0.86 | -1 | 14 | 15 | 0.85 | 15 | 32 | 7 | 16
47	Cc1cccc(-c2nc(S(=O)(=O)c3ccc(F)cc3)c(NCCCN3CCOCC3)o2)c1
    1 | -13 | -4 | -36 | 1.4 | 22 | 30 | 16 | 5
48	Cc1ccc(CSCC(=O)N(CCC(C)C)c2c(N)n(Cc3ccccc3)c(=O)[nH]c2=O)cc1
    0.9 | 2 | 10 | 7 | 0.93 | 17 | -7 | 7 | 4
49	c1ccc2cc(OCc3nc4ccccc4[nH]3)ccc2c1
    1.2 | -14 | -22 | -27 | 1.3 | 44 | 22 | -3 | 27
50	Cc1occc1C(=O)N/N=C/C1=C(N2CCOCC2)C(=C\c2ccc(Cl)cc2)/CC1
    0.91 | 2 | 9 | -12 | 1.1 | 6 | 25 | 19 | 17
51	C#CCOCCOCCOCCNc1nc(N2CCN(C(=O)CCCCCCCCCCNC(=O)Cn3cc(CCCCCN)nn3)CC2)nc(N2CCN(C(=O)CCCCCCCCCCNC(=O)[C@H](CO)n3cc(CCCCCN)nn3)CC2)n1
    1.5 | 7 | -46 | 3 | 0.97 | 33 | 34 | 63* | 11
52	O=C(NCCCN1CCN(c2cccc(Cl)c2)CC1)c1ccc(N2CCCC2=O)cc1
    0.97 | -8 | 3 | -11 | 1.1 | 9 | 10 | 4 | -2
53	O=C(Cn1nnc(-c2ccccc2)n1)N1CCCCC1
    1 | 0 | -2 | -10 | 1.1 | 11 | 1 | 8 | -2
54	CN(CC(=O)Nc1cccc(F)c1)CC(=O)Nc1ccccc1[N+](=O)[O-]
    1.1 | 8 | -13 | -38 | 1.4 | 9 | 1 | -3 | -25
55	CCOc1ccc2nc3cc(NCc4ccc(OC)cc4)ccc3c(N)c2c1
    0.76 | 8 | 24 | 26 | 0.74 | 20 | 38 | 96* | 83*
56	COc1ccccc1NC(=O)C(=O)N/N=C/c1cccs1
    1 | 26 | -3 | -20 | 1.2 | 10 | -18 | 10 | 1
57	CCc1nc(NCc2cccnc2)c2oc3ccccc3c2n1
    0.96 | -6 | 4 | 8 | 0.92 | 6 | -10 | 2 | -22
58	Cc1oc2c(C)c(O)ccc2c(=O)c1-c1nncn1-c1ccccc1
    0.91 | -13 | 9 | -17 | 1.2 | 8 | 22 | -6 | -1
59	O=C(Nc1ccc(C(=O)OC[C@@H]2CCCN3CCCC[C@H]23)cc1)c1cccc(Br)c1
    1.1 | -2 | -12 | -6 | 1.1 | -11 | 5 | 10 | -4
